Bioassay records as filed in PubChem.
14-3-3 Bad inh: disrupts binding of bovine 14-3-3 zeta to phospho-Bad peptide | P63103 | TR-FRET 14-3-3zeta/Dy647-pBad peptide displacement, 1 h | inhibition, % at 21.7 µM | hit rate 0.71% among 220,000 | AID 781;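 active means inhibition above about 70%, limit read from the data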;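 further: 0% = full 14-3-3 plus peptide FRET controls and 100% = background without 14-3-3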
Rad51 HR inh: blocks human Rad51 in homologous recombination; Q06609; hRad51 DNA strand exchange, fluorescence dequenching; inhibition, % at 10 µM; hit rate 0.085% among 200,000;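 active means inhibition above 40% at the single screening dose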;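 further: 0% = DMSO control wells and 100% = blanks with heterologous ssDNA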
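Material: hRad51 filaments on single-stranded DNA; Reagent: Donor/quencher-labelled 47-bp dsDNA substrate; Compound: 10 µM final, single point; Schedule: 37 °C 15-min filament assembly, 30-min compound preincubation, 15-min exchange; Technique: FRET fluorescence, excitation 485 nm, emission 520 nm; Benchmarks: control wells and blank wells on each plate.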
L929 necroptosis: L929 zVAD cell death inhibition. L929 zVAD necroptosis rescue, ATP luminescence, 24 h; with zVAD 60 µM. AID 1377. viability rescue, % at 10 µM. hit rate 0.38% among 220,000;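 active means activation, scaled between plate controls, above about 75%, limit read from the data; inactive means activation under that limit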;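 further: 0% = zVAD with DMSO and 100% = DMSO alone without zVAD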
Calpain2 inh: calpain II (pig) inhibition; purified calpain II, fluorogenic peptide substrate, 30 min; AID 1236; inhibition, % at 16 µM; hit rate 0.37% among 220,000;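 active means inhibition above about 50%, limit read from the data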
EP2 mod: EP2 receptor (human) modulation; hit rate 0.83% among 260,000; induction, % at 25 µM; EP2-expressing cells, cAMP HTRF FRET, PGE2 co-stimulation;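 active means compounds whose cAMP rise, as percent of the full-agonist control response, exceeds 60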;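 further: rat C6 glioma line stably carrying human EP2 under a CMV promoter; the protocol text gives 20 µM as final concentration; 100% = response of wells given 1 µM PGE2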
Hck-Nef inh: human Hck-Nef kinase inhibition; P08631; inhibition, % at 20 µM; hit rate 0.68% among 220,000; Recombinant Hck-YEEI plus Nef, Z-Lyte FRET kinase assay;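 active means Hck-Nef kinase inhibition above about 50%, limit read from the data; inactive means inhibition below that limit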;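 further: 0% = DMSO with Hck plus Nef and 100% = Hck alone without Nef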
EP2 antag: EP2 receptor (human) inhibition. P43116. C6 glioma cells expressing human EP2, cAMP TR-FRET; cells stimulated with saturating PGE2. inhibition, % at 25 µM. hit rate 0.52% among 260,000. AID 1422;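 active means percent inhibition above 40 after rounding to a whole number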;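 further: rat C6 glioma host cells with rolipram phosphodiesterase inhibitor present; the protocol text gives 20 µM as final concentration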
TbHK1 inh: T. brucei hexokinase 1 inhibition. recombinant TbHK1, G6PDH-coupled NADH A340. inhibition, % at 10 µM. hit rate 0.11% among 220,000. AID 1430;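 active means inhibition of 50% or more in the single-dose primary screen; inactive means inhibition below 50%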
eIF4E 4G PPI: inhibitors of eIF4E and eIF4G interaction in translation initiation | P63073+Q04637 | inhibition, % at 21.7 µM | TR-FRET eIF4E-eIF4GI(517-606) binding, 2 h | hit rate 0.37% among 220,000;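 active means inhibition above about 30%, limit read from the data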;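 further: 0% = full FRET control wells and 100% = background wells lacking eIF4GI fragment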
Target sequence (P63073 whole entry, looked up, the tested form may be a part): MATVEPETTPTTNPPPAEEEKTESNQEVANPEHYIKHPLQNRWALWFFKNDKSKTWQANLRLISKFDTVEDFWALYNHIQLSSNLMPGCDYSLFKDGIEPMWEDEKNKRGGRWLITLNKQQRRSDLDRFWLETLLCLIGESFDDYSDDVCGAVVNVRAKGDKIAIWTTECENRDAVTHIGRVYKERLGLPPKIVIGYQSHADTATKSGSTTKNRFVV
Target sequence (Q04637 whole entry, looked up, the tested form may be a part): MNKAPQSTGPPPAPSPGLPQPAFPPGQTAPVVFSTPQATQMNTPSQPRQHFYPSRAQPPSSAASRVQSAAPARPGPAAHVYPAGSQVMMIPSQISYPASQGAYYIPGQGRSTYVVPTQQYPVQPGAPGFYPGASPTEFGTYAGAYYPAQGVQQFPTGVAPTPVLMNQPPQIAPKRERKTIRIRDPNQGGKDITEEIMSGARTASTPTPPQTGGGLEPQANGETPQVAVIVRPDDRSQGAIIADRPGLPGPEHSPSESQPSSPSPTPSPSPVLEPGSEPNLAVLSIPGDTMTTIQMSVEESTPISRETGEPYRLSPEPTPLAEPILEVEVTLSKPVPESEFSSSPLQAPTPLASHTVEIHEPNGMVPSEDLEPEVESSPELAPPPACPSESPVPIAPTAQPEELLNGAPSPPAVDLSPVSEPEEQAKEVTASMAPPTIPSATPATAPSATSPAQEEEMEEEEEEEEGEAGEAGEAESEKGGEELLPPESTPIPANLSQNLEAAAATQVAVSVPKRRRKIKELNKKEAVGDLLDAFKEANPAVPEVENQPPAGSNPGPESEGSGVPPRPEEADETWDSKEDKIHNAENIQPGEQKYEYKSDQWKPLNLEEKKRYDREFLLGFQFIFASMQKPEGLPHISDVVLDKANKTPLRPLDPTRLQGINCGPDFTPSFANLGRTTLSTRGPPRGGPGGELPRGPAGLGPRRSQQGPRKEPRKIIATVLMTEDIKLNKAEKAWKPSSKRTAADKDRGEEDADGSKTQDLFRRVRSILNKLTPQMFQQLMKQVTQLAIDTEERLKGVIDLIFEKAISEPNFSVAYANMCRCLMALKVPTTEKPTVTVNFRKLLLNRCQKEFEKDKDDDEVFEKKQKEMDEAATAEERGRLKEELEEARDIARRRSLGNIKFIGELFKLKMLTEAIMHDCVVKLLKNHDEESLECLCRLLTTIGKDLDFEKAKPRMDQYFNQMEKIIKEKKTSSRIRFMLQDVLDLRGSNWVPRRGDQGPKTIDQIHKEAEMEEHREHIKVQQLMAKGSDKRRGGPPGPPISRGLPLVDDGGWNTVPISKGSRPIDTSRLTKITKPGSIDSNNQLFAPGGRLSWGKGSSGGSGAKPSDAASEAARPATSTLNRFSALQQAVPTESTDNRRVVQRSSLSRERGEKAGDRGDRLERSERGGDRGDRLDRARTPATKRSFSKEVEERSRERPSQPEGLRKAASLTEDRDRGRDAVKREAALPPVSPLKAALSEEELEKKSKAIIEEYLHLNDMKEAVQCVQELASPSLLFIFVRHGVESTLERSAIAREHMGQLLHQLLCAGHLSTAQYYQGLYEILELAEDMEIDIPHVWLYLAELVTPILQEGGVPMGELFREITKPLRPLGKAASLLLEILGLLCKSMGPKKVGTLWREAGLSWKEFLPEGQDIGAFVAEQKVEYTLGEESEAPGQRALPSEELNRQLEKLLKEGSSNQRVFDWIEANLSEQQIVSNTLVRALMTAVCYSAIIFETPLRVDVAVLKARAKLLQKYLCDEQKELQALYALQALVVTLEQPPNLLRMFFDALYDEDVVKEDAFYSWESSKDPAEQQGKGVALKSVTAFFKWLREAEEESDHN
* marks the source's active call; other numbers are inactive results; i = inactive; / = no result given; [ ] = dose if it differs, or a comment. A portion of the library; count on the stated rates, not on these rows.

SMILES	14-3-3 Bad inh	Rad51 HR inh	L929 necroptosis	Calpain2 inh	EP2 mod	Hck-Nef inh	EP2 antag	TbHK1 inh	eIF4E 4G PPI
CCn1cc(/C=N\NC(=O)c2ccc(F)cc2)cn1	8[fluorescence artefact?]	/	-0.2	-6	1	5	11	-5	3[fluorescence artefact?]
Cn1ccnc1C1CCCCN1C(=O)c1cc(COc2ccc(F)cc2Cl)on1 (stereo not given)	-3	/	-0.5	18	-88	19	6	3	-2
Nc1nc(-c2cccnc2)nn1C(=O)c1ccc(F)cc1	5	/	0.3	-22	6	-152	3	-3	2
O=C(CN1C(=O)C2CC=CCC2C1=O)NCC1COc2ccccc2O1 (stereo not given)	12	-2	0.0	0	-43	0	18	0	2
CC(=O)c1c(C)nn(-c2ccccc2)c1C	-2	-8	0.5	-6	-4	11	6	-9	3
CCOc1cc(C2C3=C(CCCC3=O)Nc3ccc4ncccc4c32)ccc1O (stereo not given)	-9	24	0.3	-23	16	18	4	-8	-5
Cc1ccnc(NC2OC(=O)c3ccccc32)c1 (stereo not given)	-7	6	0.3	3	25	0	-2	-13	4
Cc1ccccc1CNC(=O)/C=C\C(=O)O	8	28	/	13	11	-1	2	2	-1
Cc1ccc2cc(C#N)c(N3CCN(C)CC3)nc2c1	5[fluorescence artefact?]	3	0.6	-79	-25	4	5	-3	1
CC(C)=CCN1CCN(Cc2nc(-c3ccc(F)cc3)cs2)CC1CCO (stereo not given)	0	-6	-0.7	5	-2	16	9	-1	0
O=C(CC1SCCNC1=O)Nc1cccc(Cl)c1 (stereo not given)	-6	-7	1.2	-1	0	-7	6	-3	0
Cc1c(O)cc2n(c1=O)-c1ccccc1C2(C)C	5	3	-0.5	-16	12	4	11	2	1[fluorescence artefact?]
C/C(=N\NC(=S)NCc1ccccc1)c1ccco1	-15	24	-1.7	1	0	8	7	-8	-3
O=C(c1cccs1)N1CCN(Cc2ccccc2)CC1	5	9	-0.3	-4	5	6	3	-1	15[fluorescence artefact?]
COc1cc(C(c2oc(CO)cc(=O)c2O)c2oc(CO)cc(=O)c2O)cc(OC)c1OC	-13	1	16	-27	31	22	11	-23	-3
Cc1ccc(-c2ccc(/C=N\NC(=O)c3cc4c(ccc5ccccc54)o3)o2)cc1[N+](=O)[O-]	83*[fluorescence artefact?]	/	-0.3	-31	-5	28	/	-25	19[fluorescence artefact?]
CCCN1CCC(=NNC(=O)CSc2cc(C)c(Br)cc2C)CC1	5	0	1.2	-2	1	2	3	-2	1
COc1ccc(N(C)C(=O)c2cc3c(Cl)nc4ccccc4c3s2)cc1	-9	26	-0.1	26	35	0	12	-6	5[fluorescence artefact?]
O=C(OCC#CCSc1nnc(-c2cccc3ccccc23)o1)c1cccs1	10	-1	1.1	-21	-2	0	6	-12	-2
NC(=O)c1cc(S(=O)(=O)NC2CCCCC2)co1	1	-2	0.4	14	4	0	6	3	5
Cc1c(NC(=O)C(C)Sc2n[nH]c(N)n2)c(=O)n(-c2ccccc2)n1C (stereo not given)	8[fluorescence artefact?]	7	0.2	-13	-12	1	9	-7	-1[fluorescence artefact?]
Cc1cc(C)nc(NC2=NCC(=O)N2c2cccc(Cl)c2)n1	8[fluorescence artefact?]	-1	-0.6	34	-29	6	11	1	15[fluorescence artefact?]
COC(=O)c1cc(OC)c(OC)cc1NC(=O)Cn1nnc(-c2ccccc2Cl)n1	12	-2	-0.1	-46	-21	2	5	-11	-4
Cc1nc2ccccc2c(=O)n1NC(=O)c1ccccc1Cl	0	0	3.0	3	34	-1	9	1	-1
Cc1cccc(NC(=O)CCSc2nncn2C)c1	6	-5	-0.5	-14	6	2	1	6	-1
O=C(NCc1ccccc1)c1cc(=O)c2ccccc2o1	5	-38	0.4	11	-47	12	3	-1	3
COc1ccc(-n2c(CNC(=O)COc3ccc(Cl)cc3Cl)n[nH]c2=S)cc1	-13	8	3.1	-25	15	27	12	-7	-4
CCCCC(=O)NC(c1cccs1)c1cc(Cl)c2cccnc2c1O (stereo not given)	-21	-4	4.8	-13	42	19	8	-3	-1
COC(=O)C1=C(N)Oc2cc(C)n(CCN3CCOCC3)c(=O)c2C1c1cccnc1 (stereo not given)	-8	-3	2.0	-11	22	1	11	-1	-9
COc1cc2nc(COc3ccc(C#N)cc3)n(CC#N)c(=O)c2cc1OC	-3	3	-0.1	-17	-21	3	-2	1	4[fluorescence artefact?]
CC1(C)CC(=O)C(C2=NC(C)(C)Cc3ccccc32)=C(O)C1	1	-2	0.2	16	12	2	0	-9	1
CN(C)c1cccc(C(=O)NC2CCCCCC2)c1	-3	2	0.0	-26	3	13	12	3	3
COC(=O)c1cccc(-c2ccc(/C=N/N3C(=O)C4C5C=CC(C6CC56)C4C3=O)o2)c1 (stereo not given)	-4	/	35	2	-4	3	13	-25	0
C=CCn1c(C)c(C(C)=O)c(SC)nc1=S	-21	-14	-0.1	-1	19	2	5	-17	2
COc1ccc(OCC(=O)O/N=C(\N)c2ccc(OC)c(OC)c2)cc1	-10[fluorescence artefact?]	8	0.1	0	-49	4	6	37	2
CC1(C)CC(NCc2ccc3c(c2)OCO3)CCO1 (stereo not given)	5	-1	0.1	-1	20	0	8	-6	9

Reprinted from the part before: five entries, then new ones.
SMILES	14-3-3 Bad inh	Rad51 HR inh	L929 necroptosis	Calpain2 inh	EP2 mod	Hck-Nef inh	EP2 antag	TbHK1 inh	eIF4E 4G PPI
CN(C)c1cccc(C(=O)NC2CCCCCC2)c1	-3	2	0.0	-26	3	13	12	3	3
COC(=O)c1cccc(-c2ccc(/C=N/N3C(=O)C4C5C=CC(C6CC56)C4C3=O)o2)c1 (stereo not given)	-4	/	35	2	-4	3	13	-25	0
C=CCn1c(C)c(C(C)=O)c(SC)nc1=S	-21	-14	-0.1	-1	19	2	5	-17	2
COc1ccc(OCC(=O)O/N=C(\N)c2ccc(OC)c(OC)c2)cc1	-10[fluorescence artefact?]	8	0.1	0	-49	4	6	37	2
CC1(C)CC(NCc2ccc3c(c2)OCO3)CCO1 (stereo not given)	5	-1	0.1	-1	20	0	8	-6	9
O=C(C1=C[C@H](C2CCCCC2)C[C@H](OCc2ccc(CO)cc2)O1)N1CCN(Cc2ccc3c(c2)OCO3)CC1	-3	6	-0.2	28	-18	0	8	2	-2
COc1ccccc1NC(=O)c1cnc(Nc2ccccc2OC)c2ccccc12	19[fluorescence artefact?]	-7	-0.6	-79	17	15	10	12	1[fluorescence artefact?]
O=C(O)CCC(=O)NNC(=O)CCC1CCCCC1	12	/	0.5	24	11	-1	5	0	5
C/C(=N/N=C1/NC(=O)CC(C(=O)O)S1)c1ccccc1 (stereo not given)	5[fluorescence artefact?]	6	0.1	8	-7	1	20	-12	5
CC(C)OC(=O)c1c2nc3ccccc3nc2n2c1[nH]c(=O)c1ccccc12	9[fluorescence artefact?]	/	1.4	i	-18	1	/	2	-4[fluorescence artefact?]
Cc1cc(NC(=O)CCC(=O)N(c2ccc(F)cc2)C2(C(=O)NC3CCCCC3)CCCC2)no1	-2	/	-0.4	1	38	-1	/	7	9
NC(=O)COc1c(-c2ccccc2)oc2ccccc2c1=O	-5	0	-0.9	5	1	-5	5	-19	11
CC(=O)c1ccc(N=C2SCCCN2C(=O)C2CCCC2)cc1	3	-3	-0.1	-7	-15	18	5	-4	0
COc1ccc(NC(=O)C(C)N2c3cccc4cccc(c34)S2(=O)=O)cc1OC (stereo not given)	-2[fluorescence artefact?]	10	-1.6	-52	-73	-8	6	-5	1
CC1=C(C#N)C(c2ccc(O)cc2)C2=C(CCCC2=O)N1 (stereo not given)	-8	/	0.7	-130	24	17	7	-18	2
CC1CCCN(S(=O)(=O)c2ccc(C(=O)Nc3nnc(-c4ccccc4Cl)o3)cc2)C1 (stereo not given)	-1	12	0.4	-23	-3	13	16	10	-1[fluorescence artefact?]
O=C(NN1C(=O)C2C3C=CC(C4CC34)C2C1=O)c1ccc(Cl)c(Cl)c1 (stereo not given)	9	-5	0.4	27	13	0	9	4	5
COc1cc(NC(=O)c2cc3nc(C4CC4)cc(C(F)(F)F)n3n2)c(OC)cc1Cl	-1	/	1.0	-119	9	2	/	-10	1[fluorescence artefact?]
Cc1onc(-c2ccccc2)c1C(=O)N/N=C/C=C/c1ccccc1	-3	9	0.5	-6	-24	0	13	-42	2
COc1ccc(-c2[nH]ncc2CN(C)CC2CCCCO2)cc1F (stereo not given)	-1	6	0.2	-9	-7	17	5	-2	-1
CCC(=O)Nc1ccc2c(c1)nc(CN1CCN(C(C)=O)CC1)n2C	7	14	-0.7	-15	21	-8	32	5	-2
O=[N+]([O-])c1ccccc1S(=O)(=O)Oc1ccc(/C=N/n2cnnc2)cc1	-12	-4	0.1	25	-16	5	4	34	2
O=c1[nH]c(/C(Cl)=C/c2cccc(C(F)(F)F)c2)nc2cc(Cl)ccc12	-14[fluorescence artefact?]	-4	1.6	5	19	2	8	-7	5
CCCSc1nc(=S)n(Cc2ccccc2)c(C)c1C(C)=O	-5	5	-0.9	-14	-22	6	10	-11	-3
CC(NC(=O)CCC(=O)NC(C)C1COc2ccccc2O1)C1COc2ccccc2O1 (stereo not given)	8	1	0.8	16	3	4	8	-5	-1
CCOC(=O)CSc1nnc(Cn2c(=O)sc3ccccc32)n1-c1ccccc1C	-1	-8	4.8	1	-15	-2	5	-7	-1
CCC1SC(CC)C(=O)N(CC(=O)Nc2ccc3c(c2)OCO3)C1=O (stereo not given)	2	2	0.2	2	9	1	3	-5	-3
O=C1CSC(c2ccc(Cl)cc2)N1C1CCCCC1 (stereo not given)	-1	-4	0.7	-7	19	0	7	-2	1
CSc1nc(N)nc(C2CC2)n1	-2	-6	0.1	-11	10	12	8	-4	-1
Cc1nnsc1C(=O)NNC(=O)c1cccc2ccccc12	1	7	0.4	-9	3	8	7	-25	-7
CC(OC(=O)c1c2c(nc3ccccc13)/C(=C\c1ccc3c(c1)OCO3)CCC2)C(=O)Nc1ccc(S(N)(=O)=O)cc1 (stereo not given)	-6	-428	1.3	-114	3	3	7	-7	8
CCCC(=O)Nc1ccccc1NC(=O)c1ccc(OCC)c(OCC)c1	-3	5	1.1	-18	6	3	9	-1	-5
O=C(N/N=C/C=C/c1ccccc1[N+](=O)[O-])c1cc(-c2cccnc2)nc2ccccc12	1[fluorescence artefact?]	/	2.1	-55	-7	19	4	-32	3
CN1CCN(/N=C/c2ccc(OCc3ccccc3)cc2)CC1	-11	/	0.0	-5	-25	12	13	-4	-1
CCOC(=O)C1CCCN(C(=O)CCCn2nc(C)n3c(cc4sccc43)c2=O)C1 (stereo not given)	3	-4	-0.4	-8	17	0	10	-8	5
CC(C)c1ccccc1NC(=O)COC(=O)/C=C/c1cccc([N+](=O)[O-])c1	-6[fluorescence artefact?]	-2	0.4	-25	-1	1	6	-5	2
COC(=O)Cc1ccc(NC(=S)NN2CCOCC2)cc1	2	-10	0.8	6	17	-1	4	-3	3
Cc1csc2c(N3CCN(C(=O)NC(C)(C)C)CC3)ncnc12	-3	/	-0.6	-5	-33	22	6	-18	-6
Cc1ccc(-n2ncc3c(=O)[nH]c(SCC(=O)N4CCC(C)CC4)nc32)cc1C	24[fluorescence artefact?]	-5	1.3	14	20	3	7	-10	2[fluorescence artefact?]
CC(C)(CO)CNC(=O)c1ccc(OC2CCN(C(=O)C3CC3)CC2)cc1	-9	12	1.6	-10	3	6	4	-1	1
